UPR CHOP act – activators of apoptotic CHOP UPR arm, primary screen, cell-based, CHO-CHOP luciferase reporter, luminescence, uHTS. 0.34% of 330,000 active. UPR activation; percent of tunicamycin response over DMSO baseline. activation, % at 10 µM. AID 449763, 2010;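 active = at 10 µM dose, activation of 40% or more, normalized to positive control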;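 note: 100% = tunicamycin at 10 µg/mL and 0% = DMSO alone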
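System: CHO CHOP reporter cells. Amount: 500 cells per well. Buffer or medium: F12 medium, 10% FBS. Compound dosing: one dose, 10 µM in 0.5% DMSO. Incubation: 6 h compound exposure at 37 °C after overnight seeding. Technique: Steady-Glo luciferase luminescence. Benchmarks: tunicamycin and DMSO controls.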
TIM10 inh – growth inhibitors of isogenic TIM10 control yeast, primary screen, counter-screen for tim10-1 yeast inhibitor project, luminescence, uHTS. S. cerevisiae TIM10 strain growth, BacTiter-Glo luminescence, 24 h. 1.4% of 330,000 active. inhibition, % at 10 µM. AID 463195, 2010;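 active = inhibition of 40% or more at the single tested concentration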;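 note: wild-type TIM10 isogenic control strain grown at permissive 25 °C; 0% = DMSO yeast wells and 100% = minimal medium wells without yeast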
UPR XBP1 act – activators of adaptive XBP1 UPR arm, primary screen, cell-based, CHO-XBP1 luciferase reporter, luminescence, uHTS | IRE1-XBP1 UPR activation; percent of tunicamycin response, DMSO as zero | activation, % at 20 µM | 0.33% of 330,000 active | AID 463104, 2010;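 active = versus positive control, 20 µM dose yields 30% or more activation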;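 note: 100% = tunicamycin at 10 µg/mL and 0% = DMSO only wells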
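Material: CHO cell line with stable XBP1 luciferase reporter; schedule: 16-18 h cell attachment at 37 °C, then 6 h compound exposure; signal: glow luminescence from Steady-Glo reagent; medium: serum-containing F12 medium, 10% FBS; benchmarks: tunicamycin 10 µg/mL and vehicle-only wells; read-out: percent activation relative to tunicamycin reference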
APJ agonist – agonists of human apelin receptor APJ, primary screen, CHO-K1 cells, PathHunter beta-arrestin, luminescence. 0% DMSO wells, 100% apelin. activation, % at 20 µM. 0.11% of 330,000 active. AID 2520, 2010;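 active = activation more than six SD over the plate average, tested at 20 µM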;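 note: 0% = DMSO alone and 100% = apelin-13 at 10 nM; some results filed as inactive read as strong as hits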
Target sequence (P35414 whole entry, looked up): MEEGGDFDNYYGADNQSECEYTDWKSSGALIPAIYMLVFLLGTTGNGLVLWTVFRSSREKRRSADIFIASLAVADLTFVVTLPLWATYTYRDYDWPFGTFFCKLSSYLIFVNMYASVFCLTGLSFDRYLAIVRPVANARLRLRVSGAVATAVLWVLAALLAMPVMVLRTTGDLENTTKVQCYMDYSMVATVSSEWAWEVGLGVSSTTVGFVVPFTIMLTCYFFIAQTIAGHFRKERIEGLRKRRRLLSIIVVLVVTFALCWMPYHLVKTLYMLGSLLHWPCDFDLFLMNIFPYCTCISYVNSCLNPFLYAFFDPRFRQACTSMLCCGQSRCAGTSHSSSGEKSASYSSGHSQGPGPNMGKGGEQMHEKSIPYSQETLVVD
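assay system = CHO-K1 APJ beta-arrestin complementation cell line | input = cell density 1000 per well | dosing = compound 20 µM once, DMSO 1% | timing = compound 90 min 25 °C, reagent 1 h | measured by = luminescence from split beta-galactosidase complementation, Galacton Star/Emerald II substrate | read-out basis = APJ agonist activity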
CXCR6 inh – CXCR6 receptor inhibitors, primary screen, cell-based, beta-arrestin, luminescence, CHO-K1 PathHunter, 1536-well. AID 602244, 2012. inhibition, % at 20 µM. 0.36% of 360,000 active; in the data active = inhibition above about 34%, passing the limit was not always enough;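 note: antagonist mode with CXCL16 agonist at 10 nM final; 0% = 10 nM CXCL16 with DMSO and 100% = unstimulated wells without agonist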
Target sequence (O00574 whole entry, looked up): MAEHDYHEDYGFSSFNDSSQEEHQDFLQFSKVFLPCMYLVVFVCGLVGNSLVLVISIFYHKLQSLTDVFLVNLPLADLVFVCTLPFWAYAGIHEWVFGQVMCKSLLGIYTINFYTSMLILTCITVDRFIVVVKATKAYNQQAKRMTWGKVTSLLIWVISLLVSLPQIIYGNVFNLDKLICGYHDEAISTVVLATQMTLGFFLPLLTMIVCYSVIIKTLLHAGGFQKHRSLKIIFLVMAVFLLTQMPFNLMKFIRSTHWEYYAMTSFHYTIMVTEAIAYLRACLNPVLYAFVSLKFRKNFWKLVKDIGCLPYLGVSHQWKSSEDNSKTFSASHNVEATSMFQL
tim23-1 inh – growth inhibitors of tim23-1 mutant yeast, primary screen, luminescence, uHTS. S. cerevisiae tim23-1 growth, BacTiter-Glo luminescence, 24 h. inhibition, % at 20 µM. 1.3% of 330,000 active;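 active = growth inhibition of the mutant yeast at or above 50%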;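 note: temperature-sensitive mutant grown at 25 °C; plate controls were DMSO-treated mutant yeast for no effect and medium wells lacking yeast for full effect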
Mdm2-MdmX inh – inhibitors of human Mdm2-MdmX association, primary screen, cell-based, luminescence, split luciferase, SaOS-2, uHTS | inhibition, % at 8 µM | AID 485346, 2010 | SaOS-2 split-luciferase Mdm2/MdmX complementation | 3% of 330,000 active | Protein Mdm4 (Homo sapiens) + E3 ubiquitin-protein ligase Mdm2 (Homo sapiens), …;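 active = inhibition of at least 50% at 8 µM in the primary screen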
tim10-1 inh – growth inhibitors of tim10-1 mutant yeast, primary screen, luminescence, uHTS; inhibition, % at 20 µM; 2.2% of 330,000 active; S. cerevisiae tim10-1 ts strain growth, BacTiter-Glo, 24 h;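 active = inhibition of at least 40%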;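 note: mutant grown at 25 °C; 0% = DMSO wells with yeast and 100% = wells holding no yeast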
APJ antag – antagonists of human apelin receptor APJ, primary screen, CHO-K1 cells, beta-arrestin complementation, luminescence | P35414 | inhibition, % at 20 µM | 0.32% of 330,000 active | AID 2521, 2010;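 active = inhibition above about 40% at 20 µM, limit read from the data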;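 note: cells challenged with 10 nM apelin-13 agonist together with compound; plate controls were apelin-13 plus DMSO wells for no effect and DMSO wells lacking apelin-13 for full effect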
Starred values were filed as active, the others as inactive. A portion of the library (hit frequency here may not be typical).

For O=C(Nc1cccc(Cl)c1)NC1CC2CCC(C1)N2Cc1cccs1 (configuration not stated) the results were UPR CHOP act 0.8, TIM10 inh -13.0, UPR XBP1 act 0.3, APJ agonist 1.7, CXCR6 inh 2.9, tim23-1 inh 11.9, Mdm2-MdmX inh 7.0, tim10-1 inh -18.1 and APJ antag -10.9.
For Cc1cc(-c2nnc(SCC(=O)Nc3ccccc3)n2C)no1 the results were UPR CHOP act -0.1, TIM10 inh 53.6*, UPR XBP1 act -1.8, APJ agonist 2.8, CXCR6 inh 1.4, tim23-1 inh 8.1, Mdm2-MdmX inh 11.1, tim10-1 inh 2.9 and APJ antag 14.0.
`CC(C)(C)N1C(=O)c2ccc(C(=O)Nc3nccs3)cc2C1=O` gave UPR CHOP act 3.1, TIM10 inh 7.9, UPR XBP1 act 5.1, APJ agonist 0.0, CXCR6 inh 0.3, tim23-1 inh 57.6*, Mdm2-MdmX inh -6.6, tim10-1 inh 4.7 and APJ antag 15.2.
For O=C(NCCCN1CCOCC1)c1ccccc1-c1ccccc1 the results were UPR CHOP act 0.2, TIM10 inh 2.3, UPR XBP1 act 0.1, APJ agonist -2.8, CXCR6 inh -5.3, tim23-1 inh 19.4, Mdm2-MdmX inh -1.9, tim10-1 inh 13.5 and APJ antag 10.4.
For CCOC(=O)C1(C)NC(c2ccco2)C2C(=O)N(C)C(=O)C21 (configuration not stated) the results were UPR CHOP act -0.6, TIM10 inh -9.5, UPR XBP1 act -0.3, APJ agonist -1.6, CXCR6 inh 9.1, tim23-1 inh 6.2, Mdm2-MdmX inh -1.5, tim10-1 inh 0.5 and APJ antag -5.3.
`COc1cc2c(O)c3c(c(-c4ccc5c(c4)OCO5)c2cc1OC)C(=O)OC3` gave UPR CHOP act 6.0, TIM10 inh -5.5, UPR XBP1 act -3.3, APJ agonist 2.8, CXCR6 inh -13.2, tim23-1 inh -9.1, Mdm2-MdmX inh 73.3*, tim10-1 inh -14.6 and APJ antag -25.4.
CC(=O)c1ccc(OC(=O)C2c3ccccc3Oc3ccccc32)cc1 was read as UPR CHOP act -0.1, TIM10 inh 7.8, UPR XBP1 act -1.9, APJ agonist 5.6, CXCR6 inh 1.5, tim23-1 inh 15.4, Mdm2-MdmX inh -36.8, tim10-1 inh 9.5 and APJ antag -34.0.
`CCN(CC(=O)Nc1ccc(NC(C)=O)cc1)C(=O)Cc1ccccc1F` gave UPR CHOP act 0.3, TIM10 inh -12.5, UPR XBP1 act -0.3, APJ agonist -1.9, CXCR6 inh -3.0, tim23-1 inh 7.3, Mdm2-MdmX inh -2.8, tim10-1 inh -1.5 and APJ antag -3.7.
CCOc1ccc(N=C2NC(=O)CS2)cc1 was read as UPR CHOP act -1.6, TIM10 inh -6.4, UPR XBP1 act -1.3, APJ agonist -0.1, CXCR6 inh 1.4, tim23-1 inh 8.0, Mdm2-MdmX inh 11.1, tim10-1 inh 4.6 and APJ antag 3.8.
Screening CCOC(=O)c1ccc(CC(=O)c2ccc(O)c(O)c2O)o1 returned UPR CHOP act -2.1, TIM10 inh 8.0, UPR XBP1 act -1.6, APJ agonist -1.5, CXCR6 inh 5.7, tim23-1 inh 8.7, Mdm2-MdmX inh -6.5, tim10-1 inh 26.8 and APJ antag -40.6.
`C/C=C/c1ccc(OCCOc2cc(C=O)ccc2OC)c(OC)c1` gave UPR CHOP act 8.0, TIM10 inh 29.5, UPR XBP1 act 4.2, APJ agonist -1.5, CXCR6 inh -2.3, tim23-1 inh 57.5*, Mdm2-MdmX inh -67.5, tim10-1 inh 5.3 and APJ antag -1.2.
For COc1ccc(Cc2noc(CN3CCN(c4ccc(Cl)cn4)CC3)n2)cc1OC the results were UPR CHOP act -0.8, TIM10 inh 25.5, UPR XBP1 act -1.8, APJ agonist 2.9, CXCR6 inh -3.8, tim23-1 inh 2.2, Mdm2-MdmX inh 0.0, tim10-1 inh 24.7 and APJ antag -10.0.
For COc1cccc(C(=O)COC(=O)C(C)N2C(=O)c3ccccc3C2=O)c1 (configuration not stated) the results were UPR CHOP act -2.2, TIM10 inh -22.7, UPR XBP1 act -1.3, APJ agonist -6.1, CXCR6 inh 4.0, tim23-1 inh 6.8, Mdm2-MdmX inh 7.7, tim10-1 inh -45.6 and APJ antag 16.9.
Screening CCN(C(=O)CSc1nnc(-c2ccncc2)n1-c1ccccc1)C1CCS(=O)(=O)C1 (configuration not stated) returned UPR CHOP act 2.0, TIM10 inh -19.8, UPR XBP1 act -0.3, APJ agonist -1.0, CXCR6 inh -4.4, tim23-1 inh 7.8, Mdm2-MdmX inh -3.3, tim10-1 inh 11.2 and APJ antag -17.6.
Screening COCCn1cc(C(=S)N2CCOCC2)c2ccccc21 returned UPR CHOP act 0.0, TIM10 inh 2.7, UPR XBP1 act -1.8, APJ agonist -1.2, CXCR6 inh -7.1, tim23-1 inh 5.2, Mdm2-MdmX inh -2.8, tim10-1 inh 10.9 and APJ antag -8.9.
Cc1ccccc1-c1nc(CS(=O)(=O)CC(=O)Nc2cc(F)ccc2F)c(C)o1 was read as UPR CHOP act -0.7, TIM10 inh -13.9, UPR XBP1 act -0.7, APJ agonist 2.7, CXCR6 inh -12.3, tim23-1 inh -1.1, Mdm2-MdmX inh 5.9, tim10-1 inh 10.1 and APJ antag 3.4.
Cc1cccc2c1cnn2C(=O)CCC(=O)N1CCC(C)CC1 was read as UPR CHOP act -0.4, TIM10 inh 14.0, UPR XBP1 act -0.6, APJ agonist -2.4, CXCR6 inh -4.6, tim23-1 inh 16.3, Mdm2-MdmX inh 32.9, tim10-1 inh 8.6 and APJ antag 2.4.
Cc1cc(OC(C)C(=O)Nc2ccccc2C(=O)N2CCCC2)ccc1Cl (configuration not stated) was read as UPR CHOP act 2.1, TIM10 inh -1.1, UPR XBP1 act -1.1, APJ agonist -5.6, CXCR6 inh -1.8, tim23-1 inh 28.7, Mdm2-MdmX inh 18.7, tim10-1 inh 11.0 and APJ antag 6.8.
`COc1cccc(N2CC(O)=C(c3nc4ccccc4c(=O)[nH]3)C2=N)c1` gave UPR CHOP act 2.0, TIM10 inh 8.9, UPR XBP1 act 16.8, APJ agonist -5.8, CXCR6 inh 0.1, tim23-1 inh 7.7, Mdm2-MdmX inh 38.7, tim10-1 inh -77.4 and APJ antag 12.3.
Screening CCOC(=O)c1cc2c(ccn2C)n1Cc1ccccc1C returned UPR CHOP act -0.6, TIM10 inh 28.0, UPR XBP1 act -2.6, APJ agonist 2.1, CXCR6 inh 2.9, tim23-1 inh 24.2, Mdm2-MdmX inh 12.0, tim10-1 inh 20.5 and APJ antag -1.6.

Of the compounds above, 2 have a furan ring, fused or not:
For CCOC(=O)C1(C)NC(c2ccco2)C2C(=O)N(C)C(=O)C21 (configuration not stated) the results were UPR CHOP act -0.6, TIM10 inh -9.5, UPR XBP1 act -0.3, APJ agonist -1.6, CXCR6 inh 9.1, tim23-1 inh 6.2, Mdm2-MdmX inh -1.5, tim10-1 inh 0.5 and APJ antag -5.3.
Screening CCOC(=O)c1ccc(CC(=O)c2ccc(O)c(O)c2O)o1 returned UPR CHOP act -2.1, TIM10 inh 8.0, UPR XBP1 act -1.6, APJ agonist -1.5, CXCR6 inh 5.7, tim23-1 inh 8.7, Mdm2-MdmX inh -6.5, tim10-1 inh 26.8 and APJ antag -40.6.

The results go on:
Screening Cc1ccc(NC(=S)NNC(=O)c2nn(C)cc2Cl)cc1 returned UPR CHOP act -0.2, TIM10 inh 10.4, UPR XBP1 act -0.9, APJ agonist -5.4, CXCR6 inh 8.7, tim23-1 inh 21.5, Mdm2-MdmX inh -2.7, tim10-1 inh 24.8 and APJ antag 24.0.
`CCOc1ccccc1NS(=O)(=O)c1ccc(OC)c(OC)c1` gave UPR CHOP act 0.6, TIM10 inh 26.6, UPR XBP1 act -1.2, APJ agonist -2.9, CXCR6 inh -4.4, tim23-1 inh 24.3, Mdm2-MdmX inh -7.3, tim10-1 inh 17.9 and APJ antag 0.7.
O=C(NCC1CCCO1)c1nn2c(C(F)(F)F)cc(-c3cccs3)nc2c1Br (configuration not stated) was read as UPR CHOP act 1.4, TIM10 inh 1.3, UPR XBP1 act 3.3, APJ agonist 0.4, CXCR6 inh -1.0, tim23-1 inh 1.0, Mdm2-MdmX inh 11.2, tim10-1 inh -7.3 and APJ antag 19.2.
Screening CCOC(=O)c1csc(NC(C)=O)n1 returned UPR CHOP act 1.9, TIM10 inh 9.5, UPR XBP1 act -0.4, APJ agonist -1.0, CXCR6 inh -18.6, tim23-1 inh 12.4, Mdm2-MdmX inh -25.8, tim10-1 inh -15.6 and APJ antag 5.2.
Screening Cc1ccc(S(=O)(=O)NCc2cn3ccsc3n2)c(C)c1 returned UPR CHOP act -2.5, TIM10 inh -7.8, UPR XBP1 act -4.9, APJ agonist -1.1, CXCR6 inh -3.8, tim23-1 inh 19.2, Mdm2-MdmX inh -1.5, tim10-1 inh 7.2 and APJ antag -1.1.
CCN(CC)C(=O)C1CCCN(Cc2ccc(OC)c(C)c2C)C1 (configuration not stated) was read as UPR CHOP act -2.8, TIM10 inh -2.7, UPR XBP1 act -2.0, APJ agonist -2.8, CXCR6 inh 0.0, tim23-1 inh 4.4, Mdm2-MdmX inh -11.2, tim10-1 inh -0.3 and APJ antag 17.7.
Screening O=C(CCN1C(=O)c2ccccc2C1=O)NC(=S)Nc1ccccc1Cl returned UPR CHOP act 0.8, TIM10 inh 36.5, UPR XBP1 act 0.2, APJ agonist -3.9, CXCR6 inh 1.6, tim23-1 inh 19.6, Mdm2-MdmX inh 6.5, tim10-1 inh 7.7 and APJ antag 2.5.
For COc1ccc(-n2cccc2C=O)cc1OC the results were UPR CHOP act -0.1, TIM10 inh 4.8, UPR XBP1 act 0.5, APJ agonist 0.2, CXCR6 inh 1.2, tim23-1 inh 4.9, Mdm2-MdmX inh -16.8, tim10-1 inh 6.8 and APJ antag 5.5.
`Cc1ccc(OCCCC(=O)NC2CCCCC2)cc1` gave UPR CHOP act 0.9, TIM10 inh 4.4, UPR XBP1 act -3.4, APJ agonist -3.1, CXCR6 inh 3.1, tim23-1 inh 16.2, Mdm2-MdmX inh -3.7, tim10-1 inh 5.7 and APJ antag -0.5.
For O=C(N/N=C/c1ccc(OC(=O)c2ccccc2)c([N+](=O)[O-])c1)c1ccc(O)cc1 the results were UPR CHOP act 0.2, TIM10 inh 10.9, UPR XBP1 act -0.9, APJ agonist -1.0, CXCR6 inh 18.3, tim23-1 inh 9.6, Mdm2-MdmX inh 24.9, tim10-1 inh 0.2 and APJ antag 13.5.
